Screening results (PubChem BioAssay)
Tb PFK block: qHTS Assay to Find Inhibitors of T. brucei phosphofructokinase; ATP-dependent 6-phosphofructokinase (Trypanosoma brucei brucei), O15648; T. brucei PFK, ADP-Glo luminescence; Potency, µM (top dose mostly 57.5 µM), for the others: at the top dose activity, negative = inhibition, actives largely listed as inhibitors; hit rate 0.17% among 330,000;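 note: potency is the fitted concentration of half-maximal effect; 0% = uninhibited 1x PFK enzyme wells and -100% = no-enzyme wells; nearly all actives have a fitted effect of over 60% in size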
Target sequence (O15648 whole entry, looked up): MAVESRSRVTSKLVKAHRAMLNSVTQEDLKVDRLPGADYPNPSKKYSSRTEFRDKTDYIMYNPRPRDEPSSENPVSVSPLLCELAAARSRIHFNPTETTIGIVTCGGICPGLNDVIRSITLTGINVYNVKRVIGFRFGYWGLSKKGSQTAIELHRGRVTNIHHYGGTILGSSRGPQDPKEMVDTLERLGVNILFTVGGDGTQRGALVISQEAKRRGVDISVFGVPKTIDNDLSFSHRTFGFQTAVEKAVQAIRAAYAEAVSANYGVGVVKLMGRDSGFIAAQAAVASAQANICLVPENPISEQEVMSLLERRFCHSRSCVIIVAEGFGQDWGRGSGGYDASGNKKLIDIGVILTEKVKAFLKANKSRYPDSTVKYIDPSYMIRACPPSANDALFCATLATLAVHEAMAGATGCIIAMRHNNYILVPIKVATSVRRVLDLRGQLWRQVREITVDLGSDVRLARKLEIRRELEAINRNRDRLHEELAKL
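1.25 nM PFK with 0.5 mM F6P and 0.1 mM ATP in 0.1 M TEA pH 8.0, 5 mM MgCl2, incubated 45 min at room temperature; ADP measured by ADP-Glo luminescence; compounds titrated up to 57 uM.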
ASM inhibitor: Inhibitors of Secretory Acid Sphingomyelinase (S-ASM): qHTS | hit rate 0.006% among 340,000 | placental ASM, HMU-PC fluorogenic substrate, 60 min | Sphingomyelin phosphodiesterase (Homo sapiens), P17405 | Potency, µM (series often up to 57.5 µM), for inactives: top-dose activity change, negative = inhibition, actives largely listed as inhibitors; note: potency is the fitted concentration of half-maximal effect
Target sequence (P17405 47-631 limits assumed): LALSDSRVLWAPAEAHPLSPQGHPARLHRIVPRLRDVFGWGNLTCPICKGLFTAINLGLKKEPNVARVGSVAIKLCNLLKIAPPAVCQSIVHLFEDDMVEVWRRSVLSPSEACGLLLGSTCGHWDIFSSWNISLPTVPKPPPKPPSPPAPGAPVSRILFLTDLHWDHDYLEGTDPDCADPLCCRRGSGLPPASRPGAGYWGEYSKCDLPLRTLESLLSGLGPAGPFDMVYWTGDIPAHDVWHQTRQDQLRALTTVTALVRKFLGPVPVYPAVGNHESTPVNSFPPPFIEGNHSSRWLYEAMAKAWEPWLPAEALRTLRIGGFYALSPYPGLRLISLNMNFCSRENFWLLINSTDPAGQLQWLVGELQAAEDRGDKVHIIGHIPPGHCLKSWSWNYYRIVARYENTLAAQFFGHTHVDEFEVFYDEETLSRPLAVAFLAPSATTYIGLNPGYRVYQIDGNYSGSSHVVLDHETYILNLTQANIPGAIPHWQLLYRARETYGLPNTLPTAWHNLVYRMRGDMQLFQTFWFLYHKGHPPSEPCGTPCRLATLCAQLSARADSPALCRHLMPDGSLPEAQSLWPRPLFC
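Human placenta-derived ASM enzyme was preincubated with compound for 10 minutes at room temperature, then given fluorogenic substrate HMU-PC0 (9 uM final) for 60 minutes at 37 °C; a pH 10 stop preceded fluorescence reading at Ex 386/Em 447 nm.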
A-T KAP1 phos: qHTS Assay for Identifying a Potential Treatment of Ataxia-Telangiectasia | hit rate 0.19% among 320,000 | […] A-T fibroblasts, KAP-1 phosphorylation AlphaLISA; neocarzinostatin DNA damage 30 min before lysis | Potency, µM (highest dose often 57.5 µM), for the others: at the highest dose activation, usual class: activators; note: potency is the fitted concentration of half-maximal effect; % of control where 0% means no effect; nearly all actives have a fitted effect of over 45% in size
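hTERT-immortalized A-T patient fibroblasts ([…]), 500 cells/well in OPTI-MEM, 1% FBS, got compounds for 60 min, then NCS for 30 min at 37C. Lysates were then assayed for phospho-KAP-1 by AlphaLISA (anti-pKAP1 donor, anti-KAP1 acceptor beads), 6 hr at 25C.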
BCR signal inh: qHTS Assay to Find Inhibitors of Chronic Active B-Cell Receptor Signaling; hit rate 0.05% among 340,000; ABC-DLBCL IkBa-CBG/CBR reporter, luminescence ratio, 4 h; Potency, µM (doses to about 46.1 µM), for the others: top-dose ratio change, negative = lower green/red ratio, actives largely listed as inhibitors; active = well fitted inhibition curve with a large enough effect in the signal ratio, with a control signal flat, not every such curve was filed as active; inconclusive = small, poorly fitted or top-dose-only effect, or effect the other way, or a change in a side signal; the % refers to the signal ratio;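 note: potency is the fitted concentration of half-maximal effect; plate controls were basal doxycycline-induced cells for no effect and cells given 10 µM MG132 for full effect; MG132 reads +100%, hits lower the ratio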
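TMD8 ABC-DLBCL cells carrying doxycycline-inducible green luciferase fused to IkappaBalpha plus unfused red luciferase were exposed to compounds (up to 46 uM) for 4 hrs at 37C. Activity came from the overlap-corrected green/red luminescence ratio.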
TCR act: Activators of T cell receptors: qHTS campaign; Potency, µM (series often up to 9.22 µM), for the others: top-dose activation of IL-2 secretion, most hits filed as activators; primary human leukocytes, anti-CD3, IL-2 HTRF, 48 h; 330,000 tested, under 10 active; note: % of control where 0% means no effect
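1) Mix primary human leukocytes, a-CD3 beads and compound. 2) Incubate 48 hr. 3) Add HTRF IL-2 reagents (a-IL-2-K, a-IL-2-d2).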
PTAP TSG101 blk: qHTS Assay for Iinhibitors of HIV-1 Budding by Blocking the Interaction of PTAP/TSG101; 340,000 tested, under 10 active; Tumor susceptibility gene 101 protein (Homo sapiens), Q99816; Fluorescence polarization, FITC-PTAP peptide / Tsg101 binding; Potency, µM (doses to about 115 µM), for the others: top-dose activity change, negative = inhibition, usual class: inhibitors; active = well fitted inhibition curve with a large enough effect in the main read-out, with a control signal flat, not every such curve was filed as active; inconclusive = small, poorly fitted or top-dose-only effect, or effect the other way, or a change in a side signal; inactive = no such curve, though single readings can be large or run the other way; note: potency is the fitted concentration of half-maximal effect; % of control where 0% means no effect
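Compounds were pin-transferred onto Tsg101 binding domain (10 uM final) in HEPES pH 7.5 buffer, then FITC-PTAP peptide was added at 50 nM final. After 20 min at RT, polarization reported peptide displacement across a qHTS concentration series.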
ELG1 DNA repair: qHTS screen for small molecules that inhibit ELG1-dependent DNA repair in human embryonic kidney (HEK293T) cells expressing luciferase-tagged ELG1 | Potency, µM (highest dose often 46.1 µM), for the others: top-dose activity change, negative = inhibition, usual class: inhibitors | hit rate 2.3% among 330,000 | HEK293T ELG1-luciferase reporter, luminescence, 16 h; DNA damage induced by 5-fluorouridine; note: potency is the fitted concentration of half-maximal effect; % is set by controls: 0 for no effect and ±100 for the full control effect; nearly all actives have a fitted effect of over 55% in size
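DMSO vehicle served as the neutral condition. Each well held 2,000 cells given 5-fluorouridine plus compound; after 16 hr at 37 °C/5% CO2, ONE-Glo was added and luciferase measured 30 min later.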
a7 integrin act: qHTS for Activators of Integrin-Mediated Alleviation for Muscular Dystrophy; alpha7betagal myoblasts, beta-gal FDG fluorescence, 48 h; Potency, µM (titrated, usually from 38.3 µM), for the others: at the top dose activation, hits mostly activators; hit rate 0.064% among 350,000;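 note: potency is the fitted concentration of half-maximal effect; 100% = response of the positive control SU9516; nearly all actives have a fitted effect of over 60% in size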
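Alpha7betagal+/- myoblasts (passage 13) were plated 16-24 hr, then exposed to compounds (1:260 dilution of DMSO stock) for 48 hours at 37C. After MPER lysis, β-galactosidase reporter activity was read as FDG fluorescence (ex 480/em 540) after 30 minutes.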
Eya2 phos inh: qHTS Assay for Inhibitors of the Phosphatase Activity of Eya2; hit rate 0.006% among 330,000; AID 488837, 2010; Potency, µM (highest dose often 76.9 µM), for inactives: at the highest dose activity, negative = inhibition, actives largely listed as inhibitors; recombinant Eya2, OMFP fluorescence dephosphorylation (OMFP is methylfluorescein phosphate); note: potency is the fitted concentration of half-maximal effect; % is set by controls: 0 for no effect and ±100 for the full control effect
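Eya2 protein (added as 0.2 uM solution) was preincubated with compound for 10 min at ambient temperature in 50 mM HEPES pH 7.5, 50 mM NaCl, 5 uM MgCl2, 0.05% BSA, 1 mM DTT. OMFP (added at 50 uM) then reacted 10 min; fluorescence read at 485/525 nm.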
TSHR antagonist: Antagonists of the Thyroid Stimulating Hormone Receptor: HTS campaign; hit rate 0.2% among 330,000; Thyrotropin receptor (Homo sapiens), P16473; TSHR-expressing cells, TSH-stimulated cAMP HTRF, 2 h; hits give low values; activity change, negative = inhibition, % at 11.5 µM;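 active = activity change below a set negative limit, meaning inhibition stronger than a set level, cut at about -70% in these data; inconclusive = activity change between two set negative limits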; note: % is set by controls: 0 for no effect and ±100 for the full control effect
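Antagonism was scored as loss of TSH-driven cAMP in TSHR cells, stimulated with 4nM TSH (EC80) for 2 hours at 37 deg C and detected by homogeneous HTRF competition immunoassay.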
Mito fusion act: qHTS Assay for Small Molecule Inhibitors of Mitochondrial Division or Activators of Mitochondrial Fusion. S. cerevisiae fusion-defective mutant growth rescue, CellTiterGlo 48 h. Potency, µM (top dose mostly 46.1 µM), inactives show at the highest dose growth rescue (activation), usual class: activators. hit rate 0.23% among 320,000. AID 485298, 2010;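 note: potency is the fitted concentration of half-maximal effect; % of control where 0% means no effect; nearly all actives have a fitted effect of over 45% in size; temperature-sensitive fusion mutants such as fzo1-1 at 37 °C on non-fermentable ethanol glycerol medium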
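Compounds are tested for their ability to restore growth of mitochondrial fusion-defective yeast strains at non-permissive 37C in YPEG medium over 48 hours. Viability is quantified by luciferase luminescence.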
The depositor's hits bear a star; ? = inconclusive; . = no result given; & = joins results of further samples; [ ] = another dose, or the depositor's remark. Unless noted, calls come from the whole dose curve; as a rule, active = well fitted curve in the direction sought with a large enough effect; inconclusive = small, poorly fitted or top-dose-only effect, or another doubt; inactive = no such curve, though single readings can be large; an effect the other way counts as inactive or inconclusive.

SMILES	Tb PFK block	ASM inhibitor	A-T KAP1 phos	BCR signal inh	TCR act	PTAP TSG101 blk	ELG1 DNA repair	a7 integrin act	Eya2 phos inh	TSHR antagonist	Mito fusion act
COc1ccccc1CNC(=O)COC(=O)Cc1c(F)cccc1Cl	12%	6%	3%	?	-4%	-4%	5%	12%	1%	10	-6%
Cc1cc(C(=O)COC(=O)/C=C/c2cccc(Br)c2)c(C)n1C	-1%	-1%	10%	13%	4%	-1%	25%	6%	-9%	-14	11%
COc1ccc(C2SCCN2C(=S)Nc2cccc(C(F)(F)F)c2)cc1 (centres undefined)	1%	-1%	0%	?	10%[46.1 µM]	0%	12%	11%	-9%	8	-22%
CCn1nc(CCC(=O)O)c2ccccc2c1=O	3%	0%	0%	3%	-4%[46.1 µM]	-6%	12%	0%	3%	-5	-2%
O=C(COC(=O)c1ccc(OC(F)F)cc1)NCCNC(=O)COC(=O)c1ccc(OC(F)F)cc1	1%	0%	6%	2%	2%	1%	?	5%	-4%	-8	-1%
CCC1Oc2ccccc2N(CC(=O)NCCCN2CCCCC2CC)C1=O (centres undefined)	2%	1%	0%	?	3%	-3%	-10%	19%	-28%	.	7%
Cn1c(SCc2ccc(F)cc2Cl)nc2ccccc2c1=O	-8%	-16%	17%	5%	-5%	-2%	-1%	-32%	0%	.	21%
CCCCc1cc(=O)oc2cc(OCC(=O)NCCN3CCOCC3)c(Cl)cc12	-4%	41%[activator]	-5%	1%	-2%	-9%	3%	-12%	-3%	2	10%
Cc1cc(C=NCCO)c(C)n1-c1cc(Cl)ccc1Cl	-4%	-1%	2%	?	-1%	-2%	-22%	1%	-4%	2	-7%
O=[N+]([O-])c1ccccc1/C=C\C=N\N1CCN(c2ccccc2)CC1	-2%	0%	-10%	?	7%	-8%	-13%	-12%	4%	-11	1%
N#CCN=C(c1ccccc1)c1ccccc1	-1%	3%	10%	-6%	1%	0%	?	23%	2%	9	-7%
CCOc1ccccc1N1CC(C(=O)NNC(=O)c2ccc(F)cc2)CC1=O (centres undefined)	0%	5%	-4%	-12%	3%	2%	13%	-2%	0%	.	2%
N#CC1CN(C(c2ccccc2)c2ccccc2)C1	-1%	1%	1%	-4%	-4%	-2%	7%	5%	5%	5	1%
COc1ccc(S[C@@H](CCN2CC[C@H](C)CCC2=O)c2ccccc2)cc1	-2%	-10%	10%	-6%	-5%	-5%	-14%	-20%	-3%	-14	?
Cc1cc(C)cc(NC(=O)c2cccc3c2C(=O)N(C2CCCCC2)C3)c1	-8%	-4%	-5%	5%	-2%	0%	?	1%	-3%	-1	10%
CN(C(=O)c1ccc(F)cc1)c1ccccc1C(=O)NCc1ccccc1	4%	1%	-11%	3%	6%	-3%	0%	-10%	4%	3	2%
CCn1cc(S(=O)(=O)CC(=O)Nc2ccc3c(c2)OCCO3)c2ccccc21	-3%	2%	-1%	?	-3%	-7%	-20%	4%	17%	-1	2%
COc1cc(OC)cc(C(=O)Nc2ccccc2NC(C)=O)c1	-3%	1%	0%	?	0%	-3%	4%	9%	-4%	25	-3%
COc1ccccc1NC(=O)CSc1nncn1-c1cccnc1	2%	-1%	-2%	?	6%[46.1 µM]	-4%	-29%	-1%	-10%	3	-2%
O=[n+]1c2c(n([O-])c3cc(Br)ccc31)CCC2	1%	2%	-1%	-1%	4%	0%	2%	-4%	1%	8	-1%
COC(=O)c1cccc(NC(=O)c2nn(C)c(=O)c3ccccc23)c1	-6%	-15%	2%	0%	2%	-6%	-3%	4%	1%	14	18%
CCOc1ccccc1CNC(=O)CCNC(=O)Cn1ccc2ccccc2c1=O	-5%	1%	-1%	-6%	2%	-4%	-11%	23%	34%	6	1%
O=C(CN1CCCSc2ccccc21)N1CCN(S(=O)(=O)c2ccccc2)CC1	-7%	-4%	-9%	6%	1%	-1%	-1%	6%	-11%	-7	6%
COc1ccc(CCNC(=O)c2nnn(CC(=O)Nc3ccc(C)cc3C)c2N)cc1OC	-1%	-1%	-1%	3%	-4%	0%	-4%	-13%	-4%	-82*	-21%
CN(CC(=O)Nc1ccc(S(N)(=O)=O)cc1)Cc1ccccc1F	-4%	3%	-6%	-6%	1%	-1%	-9%	10%	-2%	-3	1%
COCc1nnc(NC(=O)c2ccc(S(=O)(=O)N3CCCc4ccccc43)cc2)o1	-5%	2%	0%	0%	-46%	9%	16µM*	-44%	-8%	6	4%
CCOc1ccc(C(=O)Nc2ccc(C(F)(F)F)n(C)c2=O)cc1	-3%	3%	-3%	2%	1%	0%	?	9%	4%	-1	4%
CC(C)CCn1c(SCC(=O)OCn2nnc3ccccc3c2=O)nc2ccccc2c1=O	2%	-4%	-6%	17%	-4%	-9%	-1%	3%	-14%	-12	14%
Cc1c(C(=O)N(Cc2ccc(N(C)C)cc2)CC2CCCO2)oc2ccccc12 (centres undefined)	-2%	-1%	5%	6%	11%	-3%	?	?	-6%	-2	-6%
COc1ccc(OC)c(NC(=O)Nc2ccc3c(c2)CCC3)c1	0%	-11%	-7%	0%	2%	-1%	-3%	7%	-2%	-14	-4%
Cc1cccc2c1Sc1ccccc1CC2=O	-1%	-1%	0%	?	4%	-8%	7%	-17%	1%	-9	-6%
O=C(Cn1nnc(-c2cccs2)n1)Nc1ccccc1C(F)(F)F	-1%	6%	2%	-1%	1%	-1%	7%	7%	-4%	7	4%
O=C(Nc1ccc(Cl)cc1)OCc1cncs1	8%	2%	15%	?	1%	-1%	?	0%	6%	-45	0%
O=c1c2c([nH]c3ccccc13)C(=C1CCCC1)CC2	?	13%	-5%	?	2%	-6%	?	-36%	-25%	-6	4%
Cc1ccc(Cn2c(=N)n(CC(O)c3ccco3)c3ccccc32)cc1 (centres undefined)	-6%	6%	2%	-5%	2%	0%	?	-56%[inhibitor]	0%	-2	-4%
CC1CCCCC12NC(=O)N(CC(=O)NC(=O)NCc1ccco1)C2=O (centres undefined)	3%	3%	-5%	?	-2%	-7%	2%	-12%	-25%	6	-2%
Cc1nn(-c2ccccc2)c(C)c1C(=O)OCC(=O)Nc1ccccc1C(F)(F)F	-14%	-2%	0%	-5%	-3%	-8%	-15%	-16%	4%	12	2%
CCc1c(C)nc2[nH]nc(-c3ccccc3C)n2c1=O	-1%	-3%	-2%	?	-4%	0%	28%	-1%	9%	-10	1%
COc1cc(C(=S)N2CCCC2)ccc1OC(=O)c1ccc(Cl)cc1[N+](=O)[O-]	-2%	-1%	-6%	1%	1%	-7%	-5%	-21%	1%	-17	-2%
COc1ccc(C2=NN(CN3C(=O)C(=O)c4ccccc43)C(c3cccc([N+](=O)[O-])c3)C2)cc1 (centres undefined)	0%	-3%	-15%	-2%	-1%	-3%	0%	-29%	0%	-7	7%
c1csc(CNc2ncnc3ccc(-c4ccoc4)cc23)c1	0%&4%	1%	6%&-8%	?	-8%	-2%	?	.	3%&4%	-22&-17	19%&14%
CC(C)(C)C1CCC(C(=O)Nc2cccnc2)CC1 (centres undefined)	-3%	0%	-1%	-4%	0%	2%	-25%	6%	-8%	-34	6%
